GAA glycogen: GAA glycogen-cleavage inhibition or activation; Potency, µM (top dose mostly 76.4 µM), without a hit: at the highest dose activity change, negative = inhibition, most hits filed as inhibitors; recombinant GAA, glycogen substrate, Amplex Red glucose oxidase fluorescence; 0.38% of 300,000 active; AID 2100; active = well fitted inhibition curve with a large enough effect; inconclusive = small, poorly fitted or top-dose-only effect, or another doubt; inactive = no such curve, though single readings can be large or run the other way;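 also: 0% = full enzyme reaction and -100% = no-enzyme basal signal; the screen sought inhibitors and activators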
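Recombinant enzyme (4 nM final) with compounds titrated up to 77 uM and bovine liver glycogen (30 ug) in citrate pH 5.0, 0.01% Tween-20, 37 C 40 min. Released glucose detected by Amplex Red/glucose oxidase (Ex 573/Em 610); AC50 from Hill fits.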
* = called active by the depositor; ? = inconclusive; [ ] = dose if it differs, or a comment. Potency is read from the fitted curve at half-maximal effect. This is a subset; rates above refer to the full screens.

cpd	SMILES	GAA glycogen
1	CN(CC1CCCN(CCc2cccc(C(F)(F)F)c2)C1)C(=O)c1ccc2nc[nH]c2c1 (stereo not given)	-1%[76.3 µM]
2	COc1cccc(-n2c(=O)c3sccc3n(CC(=O)NCC3CCCO3)c2=O)c1 (stereo not given)	1%[76.3 µM]
3	CCOC(=O)N1CCN(C(=O)c2cc(COc3ccc(OC)cc3Cl)on2)CC1	-10%[76.3 µM]
4	Cc1cc(C)nc(NC(=O)c2ccc(C)o2)n1	-4%[76.3 µM]
5	CC(C)(C)c1ccc(OCC(=O)N(Cc2ccco2)Cc2ccccc2F)cc1	-18%[76.3 µM]
6	CC(=O)c1cccc(N(C(=O)CNC(=O)c2ccco2)C(C(=O)NC2CCCC2)c2ccco2)c1 (stereo not given)	-2%[76.3 µM]
7	COc1ccc(NC(=O)NCCN2CCN(c3ccc(C)cc3)CC2)c(Cl)c1	-6%[76.3 µM]
8	COC(=O)c1c(Sc2ccccc2)c2ccccc2n1C	-2%
9	COc1ccc(NS(=O)(=O)c2c(C)[nH]c(=O)[nH]c2=O)cc1OC	-4%
10	COC(=O)c1ccccc1NC(=O)Cn1cnc([N+](=O)[O-])c1	11%[76.3 µM]
11	Cc1ccc(N(CC(O)CN2CCCCC2)S(=O)(=O)c2ccc(C)cc2)cc1 (stereo not given)	2%
12	CC(=O)c1cccc(N(C(=O)c2ccco2)C(C(=O)NC2CCCCC2)c2ccc(C)o2)c1 (stereo not given)	-5%[76.3 µM]
13	O=C(Cn1c(=O)n(Cc2ccco2)c(=O)c2sc3ccccc3c21)Nc1ccccc1C(F)(F)F	8%[76.3 µM]
14	CCCc1cc(=O)oc2cc(OCC(=O)NCCCN3CCOCC3)c(Cl)cc12	-10%[76.3 µM]
15	COc1ccccc1CNS(=O)(=O)c1ccc(-n2cnnn2)c(C)c1	0%
16	NC(=O)COc1ccc2cc(-c3ccccc3)c(=O)oc2c1	-3%[76.3 µM]
17	O=C(Nc1ccc(CN2CCOCC2)cc1)c1ccc(F)cc1	-8%[76.3 µM]
18	Cc1ccc(NC(=O)CSc2nnc(N)s2)c(C)c1	?
19	Cc1ccc2ncc(C(=O)NC(C)c3ccccc3)c(=O)n2c1 (stereo not given)	0%[76.3 µM]
20	CCOc1ccc(N2CC(C(=O)NCc3ccc4c(c3)OCO4)CC2=O)cc1 (stereo not given)	0%
21	O=C(CCN1C(=O)/C(=C/c2ccco2)SC1=S)Nc1ccc(O)cc1C(=O)O	0%
22	O=C(Nc1cc(=O)[nH]c(=O)[nH]1)c1cccc(C(F)(F)F)c1	3%[76.3 µM]
23	C/C(=N\Nc1nc2ccccc2c(=O)n1O)c1ccco1	-3%
24	Cc1ccc(C)c(N2CCN(S(=O)(=O)c3ccc4c(c3)CC(C)N4C(=O)C3CC3)CC2)c1 (stereo not given)	-4%[76.3 µM]
25	CCc1ccc(OCCCCCn2ccnc2)cc1	-5%[76.3 µM]
26	COc1ccc(S(=O)(=O)N2CCOc3ccccc32)cc1	0%
27	CS(=O)(=O)n1nc(-c2ccco2)nc1NCc1ccccc1Cl	8%[76.3 µM]
28	CC(C)c1ccc(NC(=O)CN2C(=O)COc3ccc(S(=O)(=O)N4CCCCCC4)cc32)cc1	-5%[76.3 µM]
29	O=C(Nc1sc2c(c1C(=O)NCCCO)CCCC2)c1ccccc1	-5%[76.3 µM]
30	CCC(C)(C)NC(=O)C(c1cccc(OC)c1OC)N(Cc1ccccc1)C(=O)CCC(=O)Nc1cc(C)on1 (stereo not given)	7%
31	COc1ccc(C(=O)Nc2nnc(C)s2)cc1	-10%[76.3 µM]
32	COc1cc(/C=N/NC(=O)c2cc[n+]([O-])cc2)cc(OC)c1OC	-1%[76.3 µM]
33	O=C(c1ccco1)N1CCN(C2CC(=O)N(c3ccc(F)c(Cl)c3)C2=O)CC1 (stereo not given)	3%
34	COc1cccc(/C=N/Nc2nnc(C)n2N)c1O	?
35	CCCSc1nnc(NC(=O)CCc2ccccc2)s1	0%[76.3 µM]
36	COc1cccc(NC(=O)C2CCN(S(=O)(=O)c3ccc4c(c3)NC(=O)C(C)S4)CC2)c1 (stereo not given)	-20%[76.3 µM]
37	CC(Sc1nncs1)C(=O)NC1CCCCC1C (stereo not given)	0%[76.3 µM]
38	CCn1nc(-c2ccccc2)c(-c2ccccc2)c(C(=O)Nc2ccc(S(N)(=O)=O)cc2)c1=O	-2%[76.3 µM]
39	CC(C(=O)Nc1ccccc1)n1nnc2sc3c(c2c1=O)CCCC3 (stereo not given)	15%[76.3 µM]
40	COc1ccc(C2/C(=C(/O)c3ccc(S(=O)(=O)N4CCOCC4)cc3)C(=O)C(=O)N2CCN2CCOCC2)cc1 (stereo not given)	0%

Arranged by formula weight (lowest first): some entries from above
cpd	SMILES	GAA glycogen
35	CCCSc1nnc(NC(=O)CCc2ccccc2)s1	0%[76.3 µM]
33	O=C(c1ccco1)N1CCN(C2CC(=O)N(c3ccc(F)c(Cl)c3)C2=O)CC1 (stereo not given)	3%
30	CCC(C)(C)NC(=O)C(c1cccc(OC)c1OC)N(Cc1ccccc1)C(=O)CCC(=O)Nc1cc(C)on1 (stereo not given)	7%

The results go on:
cpd	SMILES	GAA glycogen
41	CN(Cc1cccnc1)C(=O)CCCc1c[nH]c2ccccc12	-4%
42	OC(C#CCN1CCCCC1)(c1ccccc1)c1ccccc1	-11%[76.3 µM]
43	COc1ccccc1NC(=S)NCc1ccc(Cl)cc1	-15%[0.611 µM]
44	Cc1cc(NC(=O)c2cc(Cl)ccc2Cl)ccc1-c1cc2ccccc2oc1=O	-6%[76.3 µM]
45	CCSc1nnc2c(n1)OC(c1cc(OC)c(OC)c(OC)c1)Nc1ccccc1-2 (stereo not given)	-6%[76.3 µM]
46	O=C(NCCCN1CCOCC1)c1ccccc1N1C(=O)[C@@H]2Cc3c([nH]c4ccccc34)C(c3cccc(Cl)c3)N2C1=O (stereo not given in full)	-4%[76.3 µM]
47	O=C(NN1CCOCC1)c1cc(Cl)ccc1Cl	-4%[76.3 µM]
48	CCc1ccc(C2NC(=O)c3[nH]nc(-c4cccc(OC)c4)c32)cc1 (stereo not given)	9%[76.3 µM]
49	COCc1cc(C)nc(SCC(=O)Nc2cc(C(F)(F)F)ccc2N2CCOCC2)c1C#N	7%[76.3 µM]
50	Cc1ccc(OCc2cc(C(=O)NCC3COCCO3)no2)cc1C (stereo not given)	-9%[76.3 µM]
51	CC(Sc1nc(=O)cc(N)n1CCc1ccccc1)C(=O)Nc1cccc(Cl)c1 (stereo not given)	-14%[76.3 µM]
52	CC1CCC(NC(=O)C2CCN(S(=O)(=O)c3cccc4nonc34)CC2)CC1 (stereo not given)	-1%
53	O=C(CCNC(=O)c1ccc(Cl)cc1)Nc1ccccc1Cl	-3%
54	Cc1onc(-c2ccccc2)c1C(=O)N1CCN(c2ccccc2F)CC1	3%
55	Cc1c(C(=O)Nc2cccc(F)c2)cnn1-c1ccccc1	12%[76.3 µM]
56	Cc1ccc(S(=O)(=O)N(C)CC(=O)Nc2ccc3c(c2)OCO3)cc1	15%[76.3 µM]
57	COc1ccc(CCNC(=O)C2CCC(=O)N(C3CC3)C2)c(OC)c1 (stereo not given)	3%[76.3 µM]
58	COc1ccc(C(C(=O)NCCC(C)C)N(CCO)C(=O)c2snc(C(N)=O)c2N)cc1OC (stereo not given)	-3%[76.3 µM]
59	O=C(CN1CCN(S(=O)(=O)c2ccc(F)cc2)CC1)N1CCOCC1	-12%[76.3 µM]
60	COc1ccc(-c2nn(-c3ccccc3)cc2C(=O)Nc2ccc(C(=O)O)cc2)cc1OC	-5%[76.3 µM]
61	CN(C)c1ccc(/C=C/c2noc(-c3ccccc3O)n2)cc1	-6%[76.3 µM]
62	Cc1cc(NC(=O)Nc2nnc(N(C)C3CCCCC3)s2)ccc1Br	1%[76.3 µM]
63	COC(=O)C1CCN(C(=O)Cn2nnc(-c3cccc(F)c3)n2)CC1	7%
64	Cc1ccc(CNC(=O)CCC(=O)N2CCSc3ccccc32)cc1	-14%[76.3 µM]
65	COc1cc(NC(=O)c2cccc3c2C(=O)N(C2CCCCC2)C3)cc(OC)c1	2%[76.3 µM]
66	C=CCn1c(Oc2ccc(C=O)cc2OCC)nc2c1c(=O)n(C)c(=O)n2C	-8%
67	CCOCCCNC(=O)c1cn(CC)c2ccc(S(=O)(=O)N3CCc4ccccc4C3)cc2c1=O	7%[76.3 µM]
68	O=C(CNC(=O)c1ccc2c(c1)OCO2)N/N=C/c1cc(Br)ccc1O	-13%
69	Cc1ccc(CN2CCSc3ccc(C(=O)N4CCN(c5cccc(C)c5C)CC4)cc32)cc1	12%[76.3 µM]
70	O=S(=O)(Oc1ccc(C(=S)N2CCOCC2)cc1)c1ccc(Cl)cc1	6%[76.3 µM]
71	Cn1cccc1Cc1nnc(SCC(=O)Nc2nccs2)n1C	4%[76.3 µM]
72	CCCn1c(CN2CCN(c3ccc(OC)cc3)CC2)nc2c1c(=O)[nH]c(=O)n2C	-12%[76.3 µM]
73	O=CN1Cc2ccccc2-c2ccccc2C1	0%[76.3 µM]
74	O=C(c1ccc(CNS(=O)(=O)c2ccc(Br)cc2)cc1)N1CCCCCC1	-11%[76.3 µM]
75	O=C(CC1C(=O)N(c2ccc(F)cc2)C(=O)N1Cc1ccc2c(c1)OCO2)Nc1ccc(Cl)cc1 (stereo not given)	-1%[76.3 µM]
76	Cc1ccnc(NC(=O)c2cnc(Cl)c(Cl)c2)c1	-10%
77	Fc1ccccc1N1CCN(c2nc3ccccc3c3nc(-c4ccccc4)nn23)CC1	11%[76.3 µM]
78	Cc1ccc(CCC(=O)Nc2cc(Cl)ccc2Cl)o1	0%[76.3 µM]
79	CC1=C(C(=O)Nc2ccc(C(=O)NC(C)c3ccccc3)cc2)SCCO1 (stereo not given)	20%[76.3 µM]
80	COc1ccc(CCNC(=O)c2ccccc2NS(=O)(=O)c2cc(C(=O)O)ccc2OC)cc1	1%

Down the list, quoted from above.
GAA glycogen for nos. 61 to 66, in order: -6%[76.3 µM], 1%[76.3 µM], 7%, -14%[76.3 µM], 2%[76.3 µM], -8%

Part of the list above, reformatted:
[67] CCOCCCNC(=O)c1cn(CC)c2ccc(S(=O)(=O)N3CCc4ccccc4C3)cc2c1=O
  GAA glycogen = 7%[76.3 µM]

[68] O=C(CNC(=O)c1ccc2c(c1)OCO2)N/N=C/c1cc(Br)ccc1O
  GAA glycogen = -13%

[69] Cc1ccc(CN2CCSc3ccc(C(=O)N4CCN(c5cccc(C)c5C)CC4)cc32)cc1
  GAA glycogen = 12%[76.3 µM]

[70] O=S(=O)(Oc1ccc(C(=S)N2CCOCC2)cc1)c1ccc(Cl)cc1
  GAA glycogen = 6%[76.3 µM]

Additional compounds follow.
cpd	SMILES	GAA glycogen
81	CCOC(=O)c1c(NC(=O)CSc2cn(CCNC(=O)c3ccccc3F)c3ccccc23)sc2c1CCCC2	-11%[76.3 µM]
82	Cc1ccc(C)c(NC(=O)C(Cc2ccccc2)n2cccc2)c1 (stereo not given)	-8%[76.3 µM]
83	CC(C)c1ccccc1NS(=O)(=O)c1cccs1	-3%
84	O=C(OCCOc1cccc(Cl)c1)c1ccc2ncsc2c1	-11%
85	CN(C)CCN(CC1CCCN(Cc2ccccc2F)C1)C(=O)c1ccc(F)cc1 (stereo not given)	1%[76.3 µM]
86	CCCCN(CC)CCNC(=O)Cn1cnc2sc(C)c(S(=O)(=O)N3CCN(c4ccccc4OC)CC3)c2c1=O	7%[76.3 µM]
87	O=C(COC(=O)c1ccccc1)NC1CCCC1	2%
88	Cc1nn(C(=O)N(C)C)c(C)c1CN1C(=O)c2ccccc2C1=O	0%[76.3 µM]
89	COc1cc(=O)[nH]c(SC(C)C(=O)Nc2cccc3ccccc23)n1 (stereo not given)	1%[76.3 µM]
90	O=C(Cn1cc(C(F)(F)F)cc(Cl)c1=O)NCc1ccc(F)cc1	2%
91	CCOC(=O)Nc1ccc2c(c1)N(C(=O)CN1CCN(C)CC1)c1ccccc1CC2	3%[76.3 µM]
92	O=C(O)CCN1C(=O)c2ccc(NC(=O)COc3ccccc3)cc2C1=O	-10%[76.3 µM]
93	O=C(CNC(=O)c1cccs1)N/N=C/c1c(F)cccc1Cl	-17%[76.3 µM]
94	CS(=O)(=O)c1ccc(-n2c(=O)n(Cc3ccccc3)c(=O)c3[nH]cnc32)cc1	5%
95	NC(=O)c1cc(S(=O)(=O)N2CCOCC2)ccc1N1CCCC1	-1%[76.3 µM]
96	O=C(Nc1ccnn1C1CCN(C2CCCCC2)CC1)c1cccc(F)c1	-24%[76.3 µM]
97	CC(C)C(NC(=O)c1ccccc1NC(=O)c1ccccc1)C(=O)NCCCn1ccnc1 (stereo not given)	-4%[76.3 µM]
98	Cn1c(SCC(=O)NC2CC2)nnc1-c1ccccc1	0%[76.3 µM]
99	CCN(CC(=O)NCc1ccc(Cl)cc1)C(=O)NCc1ccc(Cl)cc1	-6%[76.3 µM]
100	COc1ccc(N2CCN(CCNC(=O)c3ccc4nc5ccccc5c(=O)n4c3)CC2)cc1	-2%
101	COc1ccc(-c2cc(C)no2)cc1S(=O)(=O)NCCCN(C)Cc1ccccc1	-5%[76.3 µM]
102	COc1cc(C(CC(=O)Nc2cccc(C)n2)N2Cc3ccccc3C2=O)cc(OC)c1OC (stereo not given)	4%
103	O=C(CN1C(=O)COc2ccccc21)NCCCN1CCOCC1	-6%
104	O=C(Nc1cc(C(F)(F)F)ccc1Cl)c1cc2nc(-c3ccc4c(c3)OCO4)cc(C(F)(F)F)n2n1	-10%[76.3 µM]
105	COc1cccc(Nc2nc(N)c([N+](=O)[O-])c(N3CCOCC3)n2)c1	0%
106	CCCCC(=O)N1CCN(c2nc3ccc(Cl)cc3s2)CC1	-1%[76.3 µM]
107	CCOc1ccc(Nc2c(S(=O)(=O)c3ccc(Cl)cc3)cnc3ccc(OC)cc23)cc1	-6%[76.3 µM]
108	O=C(CCc1ccccc1)Nc1ccc2c(c1)OCO2	-7%[76.3 µM]
